Source: PubChem BioAssay (The Scripps Research Institute Molecular Screening Center)
M4 PAM: human M4 muscarinic receptor positive allosteric modulators, primary screen, CHO-K1 cells, Fluo-8 calcium fluorescence; 360,000 tested, 0.4% active; activation, % at 3 µM; CHO-K1 hM4/Gqi5, ACh EC20; 0% = ACh EC20, 100% = maximal ACh;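 active = activation above its plate's cutoff, the mean activation of sample wells plus 3 SD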; also: some results filed as inactive read as strong as hits
Target sequence (P08173 whole entry, looked up): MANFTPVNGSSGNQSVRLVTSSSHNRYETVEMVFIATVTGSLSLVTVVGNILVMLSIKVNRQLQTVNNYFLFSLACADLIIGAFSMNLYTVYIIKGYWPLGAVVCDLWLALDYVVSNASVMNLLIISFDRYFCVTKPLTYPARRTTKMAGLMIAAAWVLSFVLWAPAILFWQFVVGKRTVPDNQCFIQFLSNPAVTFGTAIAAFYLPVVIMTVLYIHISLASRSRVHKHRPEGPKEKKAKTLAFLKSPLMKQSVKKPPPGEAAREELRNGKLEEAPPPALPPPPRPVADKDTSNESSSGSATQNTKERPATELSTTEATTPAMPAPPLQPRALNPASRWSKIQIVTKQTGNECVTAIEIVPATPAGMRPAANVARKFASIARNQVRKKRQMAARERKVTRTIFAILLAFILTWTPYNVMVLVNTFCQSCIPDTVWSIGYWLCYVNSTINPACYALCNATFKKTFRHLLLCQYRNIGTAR
M1 PAM parental: nonselective calcium activators in parental CHO-K1 cells, primary screen, counter-screen for M1 PAM project, cell-based, Fluo-8 calcium fluorescence, full deck, 1536-well; 360,000 tested, 0.02% active; ATP EC20; 0% at ATP EC20, 100% at ATP max; activation, % at 3 µM;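 active = activation above the run cutoff, the mean activation of all test compounds plus 3 SD, cut at about 40% in these data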;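 also: peak over basal fluorescence ratio in a 140 s read after ATP addition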
CHO-K1 Ca antag: nonselective inhibitor or artifact in parental CHO-K1 cells. ATP-induced calcium, Fluo-8 fluorescence. inhibition, % at 3 µM. 360,000 tested, 0.6% active;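 active = inhibition above a per-plate cutoff, the plate's mean sample inhibition plus 3 SD, cut at about 24% in these data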;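 also: 0% = DMSO plus EC80 ATP and 100% = DMSO alone without ATP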
M5 antag: human M5 muscarinic receptor antagonists, primary screen, CHO cells, Fluo-8 calcium fluorescence. Muscarinic acetylcholine receptor M5 (Homo sapiens), P08912. CHO-hM5 cells, ACh EC80. inhibition, % at 3 µM. 360,000 tested, 0.59% active. AID 624040, 2012;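 active = inhibition above a per-plate cutoff, the mean of that plate's test compounds plus 3 SD, cut at about 27% in these data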;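 also: 0% = acetylcholine EC80 with DMSO and 100% = DMSO without agonist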
Target sequence (P08912 whole entry, looked up): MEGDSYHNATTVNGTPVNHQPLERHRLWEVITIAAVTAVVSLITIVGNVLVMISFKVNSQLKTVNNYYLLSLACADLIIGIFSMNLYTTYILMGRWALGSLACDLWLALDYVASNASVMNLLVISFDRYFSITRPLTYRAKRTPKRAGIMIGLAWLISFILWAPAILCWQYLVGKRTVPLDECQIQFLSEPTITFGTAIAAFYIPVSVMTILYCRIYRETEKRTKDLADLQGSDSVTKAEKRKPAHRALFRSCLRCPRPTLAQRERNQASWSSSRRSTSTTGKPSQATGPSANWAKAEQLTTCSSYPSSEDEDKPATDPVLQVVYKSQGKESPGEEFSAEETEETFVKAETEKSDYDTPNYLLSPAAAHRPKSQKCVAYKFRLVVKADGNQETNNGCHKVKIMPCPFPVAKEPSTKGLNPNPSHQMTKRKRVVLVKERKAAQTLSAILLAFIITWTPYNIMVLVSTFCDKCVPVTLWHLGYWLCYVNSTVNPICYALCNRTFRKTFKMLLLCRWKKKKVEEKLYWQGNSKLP
M5 ag: human M5 muscarinic receptor agonists, primary screen, CHO-K1 cells, Fluo-8 calcium fluorescence. activation, % at 3 µM. 360,000 tested, 0.19% active. Muscarinic acetylcholine receptor M5 (Homo sapiens), P08912. AID 624037, 2012. CHO-K1 hM5 cells; 0% DMSO wells, 100% maximal acetylcholine response;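 active = activation above the run's mean over test compounds plus 3 SD, cut at about 23% in these data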;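 also: signal is peak over basal fluorescence ratio across the kinetic read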
M4 ag: human M4 muscarinic receptor agonists, primary screen, CHO-K1 cells, Fluo-8 calcium fluorescence. CHO-K1 hM4/Gqi5; vehicle 0%, full acetylcholine response 100%. activation, % at 3 µM. Muscarinic acetylcholine receptor M4 (Homo sapiens), P08173. 360,000 tested, 0.14% active;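 active = activation above the run mean over all test wells plus 3 SD, cut at about 32% in these data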;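 also: peak over basal fluorescence ratio per well then scaled between controls; 0% = DMSO wells and 100% = acetylcholine at EC100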
M1 ag parental: counter-screen for M1 agonists: effect in parental CHO-K1 cells; Fluo-8 calcium fluorescence; scaled to maximal ATP response, vehicle zero; activation, % at 3 µM; 360,000 tested, 0.48% active; in the data active = activation above about 15%;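 also: untransfected CHO-K1 host cells lacking M1 receptor as counterscreen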
M5 PAM: human M5 muscarinic receptor positive allosteric modulators, primary screen, CHO-K1 cells, Fluo-8 calcium fluorescence | 360,000 tested, 0.3% active | Muscarinic acetylcholine receptor M5 (Homo sapiens), P08912 | AID 624038, 2012 | CHO-K1 hM5, ACh EC20 PAM; 0% = ACh EC20, 100% = ACh EC100 | activation, % at 3 µM;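 active = activation above the run cutoff, the mean activation of all test compounds plus 3 SD, cut at about 18% in these data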
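system = human M5 receptor in CHO-K1 cells | compound = one concentration, 3 µM final (nominal) | schedule = Post-acetylcholine fluorescence recording 140 s | signal = Fluo-8 calcium dye fluorescence, kinetic read | benchmarks = low control EC20 acetylcholine (0%), high control EC100 acetylcholine (100%) | repeats = singlicate, one well per test compound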
CHRM4 antagonist: human M4 muscarinic receptor antagonists, primary screen, CHO cells, Fluo-8 calcium fluorescence; Muscarinic acetylcholine receptor M4 (Homo sapiens), P08173; CHO-hM4 cells, ACh EC80; inhibition, % at 3 µM; 360,000 tested, 0.73% active; AID 624125, 2012;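 active = inhibition above its plate's cutoff, the mean inhibition of sample wells plus 3 SD, cut at about 27% in these data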;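 also: 0% = acetylcholine EC80 with DMSO and 100% = DMSO without agonist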
* hit, by the source's call. This is a random part of the collection; about 2.7% have a hit in one of these screens.

Start of the data: the first 13 entries (preview)
SMILES	M4 PAM	M1 PAM parental	CHO-K1 Ca antag	M5 antag	M5 ag	M4 ag	M1 ag parental	M5 PAM	CHRM4 antagonist
CCN(CC)S(=O)(=O)c1ccc(N2CCOCC2)c(NC(=O)c2nn(C(C)C)c(=O)c3ccccc23)c1	1	22	-10	8	-1	6	2.7	-4	-3
Cc1cc(C)c(S(=O)(=O)Nc2cccc(S(=O)(=O)N3CCOCC3)c2)c(C)c1	-2	18	-12	14	-1	5	14	-5	-1
CCOc1ccc(NC(=O)CSc2nnc(Cc3cccn3C)n2-c2ccc(OC)cc2)cc1	1	25	-13	2	-2	-2	-0.8	-2	-2
COc1ccccc1/C=C/C(=O)OCC(=O)c1c(N)n(C)c(=O)n(C)c1=O	8	-8	3	4	2	1	-0.1	19*	6
COCCNC(=O)c1cn(C)c2ccccc2c1=O	2	10	-7	7	-5	0	-0.1	2	2
COc1ccc(NC(=O)NN2CCOCC2)cc1OC	5	10	-3	4	-1	1	0.5	3	-1
O=C(C1CCCN(C2CC(=O)N(c3ccc(F)cc3)C2=O)C1)N1CCCC1 (centres undefined)	6	23	-13	11	-5	1	1.2	-5	-2
C=CC[C@H](CC(=O)NCCO)C(=O)N[C@@H](COC(=O)[C@@H](CC=C)Cc1ccc(F)cc1)Cc1c[nH]c2ccccc12	-1	-4	-5	13	-1	2	0.3	-4	0
CCc1ccc2[nH]c3nc(SCC(=O)NCC4CCCO4)nnc3c2c1 (centres undefined)	-1	-26	8	4	-4	3	0.1	3	4
CSc1ccc(C2C(C(=O)c3ccco3)=C(O)C(=O)N2c2nnc(SC)s2)cc1 (centres undefined)	2	-6	0	-10	8	2	1.2	0	6
C=C(C)C1CC=C(C)/C(=N/NC(=O)CCC(=O)Nc2ccccc2Cl)C1 (centres undefined)	-6	-9	20	4	0	0	-0.6	7	-5
O=C(C1CCCCC1)N1C[C@@H](O)[C@H](n2cc(-c3ccc(F)cc3)nn2)C[C@@H]1c1ccc(Cl)cc1	2	25	-13	4	-1	8	2.6	-1	-12
Cc1ccccc1NC(=O)c1c2c(nc3ccccc13)CCC2	2	6	-6	-8	1	2	1.0	-5	-12

Results, from the start:
SMILES	M4 PAM	M1 PAM parental	CHO-K1 Ca antag	M5 antag	M5 ag	M4 ag	M1 ag parental	M5 PAM	CHRM4 antagonist
CCN(CC)S(=O)(=O)c1ccc(N2CCOCC2)c(NC(=O)c2nn(C(C)C)c(=O)c3ccccc23)c1	1	22	-10	8	-1	6	2.7	-4	-3
Cc1cc(C)c(S(=O)(=O)Nc2cccc(S(=O)(=O)N3CCOCC3)c2)c(C)c1	-2	18	-12	14	-1	5	14	-5	-1
CCOc1ccc(NC(=O)CSc2nnc(Cc3cccn3C)n2-c2ccc(OC)cc2)cc1	1	25	-13	2	-2	-2	-0.8	-2	-2
COc1ccccc1/C=C/C(=O)OCC(=O)c1c(N)n(C)c(=O)n(C)c1=O	8	-8	3	4	2	1	-0.1	19*	6
COCCNC(=O)c1cn(C)c2ccccc2c1=O	2	10	-7	7	-5	0	-0.1	2	2
COc1ccc(NC(=O)NN2CCOCC2)cc1OC	5	10	-3	4	-1	1	0.5	3	-1
O=C(C1CCCN(C2CC(=O)N(c3ccc(F)cc3)C2=O)C1)N1CCCC1 (centres undefined)	6	23	-13	11	-5	1	1.2	-5	-2
C=CC[C@H](CC(=O)NCCO)C(=O)N[C@@H](COC(=O)[C@@H](CC=C)Cc1ccc(F)cc1)Cc1c[nH]c2ccccc12	-1	-4	-5	13	-1	2	0.3	-4	0
CCc1ccc2[nH]c3nc(SCC(=O)NCC4CCCO4)nnc3c2c1 (centres undefined)	-1	-26	8	4	-4	3	0.1	3	4
CSc1ccc(C2C(C(=O)c3ccco3)=C(O)C(=O)N2c2nnc(SC)s2)cc1 (centres undefined)	2	-6	0	-10	8	2	1.2	0	6
C=C(C)C1CC=C(C)/C(=N/NC(=O)CCC(=O)Nc2ccccc2Cl)C1 (centres undefined)	-6	-9	20	4	0	0	-0.6	7	-5
O=C(C1CCCCC1)N1C[C@@H](O)[C@H](n2cc(-c3ccc(F)cc3)nn2)C[C@@H]1c1ccc(Cl)cc1	2	25	-13	4	-1	8	2.6	-1	-12
Cc1ccccc1NC(=O)c1c2c(nc3ccccc13)CCC2	2	6	-6	-8	1	2	1.0	-5	-12
CCOc1ccc(N(C(C)C(=O)NC2CCCCCC2)S(C)(=O)=O)cc1 (centres undefined)	1	-4	-8	6	1	0	-0.3	3	-2
COc1ccc(OC)c(C2CC(=O)Nc3c2c(=O)[nH]c2ncnn32)c1 (centres undefined)	2	21	-7	7	1	2	0.5	6	7
COC(=O)c1ccccc1NC(=O)CN(CCc1ccccc1)S(C)(=O)=O	-3	-2	-4	-8	-5	2	1.8	-17	1
O=C(Nc1cccc([N+](=O)[O-])c1)c1ccc2c(c1)OCCO2	12	10	-6	3	-2	1	0.7	0	1
CCOc1ccc(NC(=O)CC(=O)Nc2ccc(OCC)cc2)cc1	8	3	-14	2	-3	1	0.8	1	0
COc1cc(-c2nn3c(-c4ccccc4)nnc3s2)cc(OC)c1OC	6	16	3	-3	-1	0	-0.2	1	1
CCCC(C(=O)NC1CCCC1)N(C(=O)Cn1nnc(-c2ccc(C)o2)n1)c1ccccc1F (centres undefined)	1	5	-14	0	-5	1	-0.5	2	-21
N#C/C(=C/c1ccc(N2CCOCC2)o1)c1ccc(Cl)cc1	-11	5	1	18	6	25	7.9	-11	19
CCOc1ccccc1N1CCN(C(=O)[C@@H]2CCCN2C2=NS(=O)(=O)c3ccccc32)CC1	-1	16	-20	-1	3	8	1.4	-1	1
CC[C@]12c3[nH]c4ccc(Cl)cc4c3CCN1C(=O)[C@@H](CC(=O)NCCCN(C)C)C[C@@H]2C(=O)N1CCN(C(=O)C2CC2)CC1	-6	-3	-2	-2	-1	1	0.5	1	7
O=C(NC(=S)Nc1cccc(O)c1)C1CCCCC1	11	-14	9	4	-3	-1	-0.4	-1	3
COc1ccc(C)cc1NC(=O)/C=C/c1ccc(OC)c(S(=O)(=O)N2CCOCC2)c1	4	12	-14	0	2	2	1.9	-7	-3
COc1ccc(OC)c(C(=O)COC(=O)C2CC3CCCC(C2)C3=O)c1 (centres undefined)	-4	31	-26	4	-10	2	2.3	-2	13
Cc1ccc(-c2csc(NC(=O)Cn3[nH]c(=O)c4ccccc4c3=O)n2)cc1	-16	2	16	18	3	12	4.3	-18	10
CC(Sc1nnc(C(C)Oc2ccccc2F)o1)C(=O)NCc1ccc2c(c1)OCO2 (centres undefined)	-2	-12	-6	2	1	-1	-0.4	0	1
Cc1cc(C)nc(N(C#N)S(=O)(=O)c2ccccc2)n1	-2	-1	-4	0	0	0	-0.1	1	10
CCn1c(=O)c2c(nc(SCC(=O)NC3CCCC3)n2C)n(C)c1=O	3	13	-9	4	-2	2	2.2	-1	3
COc1ccc(CNC2CCN(Cc3ccccc3)CC2)cc1	-8	-2	-4	8	-19	2	0.8	-3	0
COc1ccccc1N1CCN(CC(O)c2ccccc2)CC1 (centres undefined)	3	18	-17	2	-3	1	1.9	3	-2
COc1ccc(C2c3sc(=O)[nH]c3SC3C4CCC(C4)C23)cc1OC (centres undefined)	5	8	-4	-12	-3	1	0.5	-1	-4
CCN(CC)C1CC(=O)N(c2cccc(Cl)c2)C1=O (centres undefined)	5	-21	10	5	0	1	-0.3	10	-13
Nc1c(C(=O)Nc2cccc(Cl)c2Cl)sc2nc(-c3cccnc3)ccc12	10	9	3	7	4	1	-0.8	5	-2
Cn1c(C2CCCN2C(=O)OC(C)(C)C)n[nH]c1=S (centres undefined)	2	-8	23	0	-6	0	-0.1	0	4
Cc1ccc(-n2ncc3c2CCCC3NC(=O)CCc2cnccn2)cc1C (centres undefined)	-3	19	-8	6	-2	2	2.7	2	3
Clc1ccc(N2COC3c4cccc5cccc(c45)C32)cc1 (centres undefined)	-7	7	7	5	-2	-2	0.6	-2	-1
CCOC(=O)c1c(C)c(C)n(Cc2ccc(OC)c(OC)c2)c1C	-3	18	-7	4	2	2	2.4	-5	2
COc1cccc(-c2coc3cc4oc(=O)c(CC(=O)O)c(C)c4cc23)c1	0	11	-10	10	-3	0	1.1	-1	8
Cc1ccc(S(=O)c2ccc(NC(=O)C3CC3)cc2C#N)cc1 (centres undefined)	1	13	4	-8	5	12	5.6	-10	-7
CC(C)NC(=O)[C@@H]1C[C@@]1(C)[C@@H](NC(=O)OCc1ccccc1)c1ccccc1	1	-17	-5	5	4	4	0.1	-12	3
Cc1ccc(C)c(OCCC(=O)Nc2cccc(S(=O)(=O)NC3=NCCCCC3)c2)c1	6	5	-11	6	6	13	7.3	-6	-11
O=C(CSc1ccc(Cl)cc1)N1CCOCC1	0	13	-7	-9	-2	0	-0.1	17	0
CCN(CC)CCCNC(=O)CCc1c(C)n(CC)c2cc(-c3ccccc3OC)nn2c1=O	-8	-9	-1	16	0	16	4.1	-9	3
Cc1cc(C)c(S(=O)(=O)N2CCN(c3ccccc3)CC2)c(C)c1	0	0	-4	-15	-1	-2	-0.5	3	-10
COc1ccc(N/C=C(\C(C)=O)c2ccc(OC)c(OC)c2)cc1OC	-2	-11	12	-1	-2	1	-0.4	2	1
COc1ccc(C(CNC(=O)c2cc(=O)[nH]c3ccccc23)N2CCCC2)cc1 (centres undefined)	9	22	-7	-4	-3	0	0.7	5	-4
Cc1cc(NC(=O)Nc2ccc3c(ccn3C)c2)sn1	-5	5	-6	-9	3	5	1.1	-6	-8
NS(=O)(=O)c1ccc(Sc2ccc3ccccc3c2)nc1	-19	-2	4	12	-3	9	4.7	-4	11

(further entries)
SMILES	M4 PAM	M1 PAM parental	CHO-K1 Ca antag	M5 antag	M5 ag	M4 ag	M1 ag parental	M5 PAM	CHRM4 antagonist
Cc1occc1C(=O)NCCc1cccc(Cl)c1	2	11	-11	-2	-5	9	0.1	-2	1
CCC(CO)Oc1cc(NC(=O)c2cccc(Cl)c2)c2ncn(C(C)C)c2c1 (centres undefined)	8	-14	-10	6	-5	2	-0.3	3	0
CC1CCCC(C)N1C(=O)COC(=O)Cc1ccc(Cl)cc1 (centres undefined)	7	-4	2	1	-3	1	0.3	-2	-1
CSc1nnc2c(n1)OC1(Nc3ccccc3-2)C(=O)Nc2ccccc21 (centres undefined)	6	11	-11	13	-1	2	-0.1	-2	-12
CCOC(=O)C1(Cc2ccccc2)CCN(Cc2cccc3nccnc23)CC1	-8	-6	9	8	-6	3	1.6	0	1
CCC(C)(C)C1CCC(=NNC(=S)Nc2cccnc2)CC1 (centres undefined)	-9	16	-6	-3	-1	0	-0.2	7	1
